Compound activity as filed in PubChem BioAssay.
NSD2 HMT inh: inhibitors of human histone methyltransferase NSD2; NSD2 peptide methylation, AlphaScreen, 120 min; inhibition, % at 12.5 µM; hit rate 0.54% among 310,000; AID 743445; in the data active = inhibition above about 50%
CAL PDZ FP-1: inhibitors of human CAL PDZ peptide binding; purified CAL PDZ, TMR-peptide fluorescence polarization, 1 h; AID 504414; Q9HD26; inhibition, % at 20 µM; hit rate 0.02% among 330,000;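 active = highest replicate inhibition of at least 40%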;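 note: plate controls were DMSO neutral control wells for no effect and unlabeled competitor peptide control wells for full effect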
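material = purified tagged CAL PDZ domain construct (CerCALP) | compound dosing = 20 µM, one dose | times = 1 h at RT | measured by = fluorescence polarization from S- and P-plane intensities, G-factor corrected | read-out = inhibition from polarization loss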
SR-BI DiI inh: mouse SR-BI HDL lipid transfer inhibition. Q61009. ldlA[mSR-BI] CHO cells, DiI-HDL uptake fluorescence, 3 h. inhibition, % at 12.5 µM. hit rate 0.96% among 320,000. AID 488896;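 active = mean replicate inhibition of at least 70% and a set share of replicates each scoring 70 or more; inconclusive = meets just one of the two criteria; inactive = fails both criteria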;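 note: 0% = median of neutral control wells and 100% = median of positive control wells; values of inactives mirror those of a sister screen read the other way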
Target sequence (Q61009 whole entry, looked up): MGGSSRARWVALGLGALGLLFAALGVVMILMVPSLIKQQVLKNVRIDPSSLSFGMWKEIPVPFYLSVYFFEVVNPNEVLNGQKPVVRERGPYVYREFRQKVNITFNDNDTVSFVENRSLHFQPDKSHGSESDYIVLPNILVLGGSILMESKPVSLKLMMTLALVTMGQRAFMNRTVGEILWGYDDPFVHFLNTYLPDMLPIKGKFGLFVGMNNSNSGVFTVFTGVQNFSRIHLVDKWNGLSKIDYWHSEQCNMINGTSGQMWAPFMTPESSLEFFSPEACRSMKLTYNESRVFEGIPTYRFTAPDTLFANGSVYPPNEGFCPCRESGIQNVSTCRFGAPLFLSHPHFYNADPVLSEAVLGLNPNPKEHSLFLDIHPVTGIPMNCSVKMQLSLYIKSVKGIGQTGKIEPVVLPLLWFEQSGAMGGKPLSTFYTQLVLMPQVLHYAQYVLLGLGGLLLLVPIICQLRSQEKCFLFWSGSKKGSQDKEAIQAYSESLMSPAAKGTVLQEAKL
PvdQ inh: P. aeruginosa PvdQ acylase inhibition; purified PvdQ acylase, fluorescence plate reader; inhibition, % at 10 µM; hit rate 0.063% among 340,000; in the data active = inhibition above about 30%, passing the limit was not always enough; inconclusive = no clear call, values can overlap the other calls;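 note: 0% = vehicle neutral wells and 100% = reference inhibitor wells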
dFosB activator: mouse delta FosB homodimer activation; P13346; purified delta FosB, TAMRA-CDK5 oligo fluorescence polarization; percent of positive-control signal above neutral wells; activation, % at 25 µM; hit rate 0.99% among 340,000; AID 493131;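 active = mean activation above about 17%, with every replicate also reaching it, limit read from the data, passing the limit was not always enough; inconclusive = only one of the two conditions met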;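 note: fluorescence polarization rise as delta FosB binds a TAMRA Cdk5 AP-1 oligo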
Target sequence (P13346 whole entry, looked up): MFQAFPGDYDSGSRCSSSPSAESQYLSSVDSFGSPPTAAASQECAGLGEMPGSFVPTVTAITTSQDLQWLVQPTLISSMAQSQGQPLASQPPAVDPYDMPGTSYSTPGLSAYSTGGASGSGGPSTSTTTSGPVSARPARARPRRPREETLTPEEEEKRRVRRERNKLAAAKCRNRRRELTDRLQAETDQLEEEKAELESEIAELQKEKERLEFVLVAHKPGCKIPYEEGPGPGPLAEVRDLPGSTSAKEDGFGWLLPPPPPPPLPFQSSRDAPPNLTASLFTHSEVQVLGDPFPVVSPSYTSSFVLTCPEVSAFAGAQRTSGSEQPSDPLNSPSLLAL
Rtt109 Vps75: inhibitors of Candida albicans Rtt109/Vps75 histone acetyltransferase | hit rate 0.16% among 330,000 | Q5AAJ8 | inhibition, % at 34.9 µM | purified Rtt109/Vps75, ThioGlo CoA-SH fluorescence, 4 h;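 active = inhibition of at least 50% in every replicate; inconclusive = best replicate reaches 50% inhibition but some replicates fall short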
SR-BI DiI-HDL act: enhances SR-BI lipid uptake from DiI-HDL. CHO ldlA[mSR-BI] cells, DiI-HDL uptake fluorescence, 3 h; 100 = double the neutral-control signal. activation, % at 12.5 µM. hit rate 0.096% among 320,000. AID 504775;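 active = mean replicate activation of at least 60% and every replicate at or above 60%; inconclusive = mean or all-replicate condition met, but not both; inactive = mean below 60% and not all replicates reaching 60%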;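 note: 0% = median plate neutral-control signal and 100% = twice that signal; values of inactives mirror those of a sister screen read the other way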
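Assay system: CHO ldlA[mSR-BI] cells, LDL receptor-null, SR-BI overexpressing; medium: Ham's F12 with 0.5% BSA, HEPES 25 mM, pH 7.4; also added: DiI-HDL 10 µg/mL; timing: 3 h uptake period with compound, 37 °C; signal: DiI fluorescence, bottom read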
CAL PDZ FP-2: blocks peptide binding to the human CAL PDZ domain | AID 602252 | purified CAL PDZ, TMR-peptide fluorescence polarization, 1 h | inhibition, % at 24.9 µM | hit rate 0.92% among 300,000;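 active = mean inhibition of at least 30% with at least half of replicates also reaching 30%; inconclusive = no clear call, values can overlap the other calls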;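 note: 0% = DMSO neutral control and 100% = excess unlabeled competitor peptide PRC23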
MITF TRPM1 HTS: increases MITF-driven TRPM1 promoter luciferase signal; SK-MEL-5 TRPM1-promoter luciferase, 24 h; % of positive control, neutral wells = 0; activation, % at 12.5 µM; hit rate 0.75% among 300,000;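 active = mean activation of at least 80% with every replicate also reaching 80%; inconclusive = mean reaches 80% but some replicate falls short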;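 note: 0% = neutral control wells and 100% = parthenolide positive control wells; values of inactives mirror those of a sister screen read the other way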
PfHsp90 set2: reduces growth (ATP signal) of yeast expressing P. falciparum Hsp90; S. cerevisiae expressing PfHsp90, BacTiter-Glo ATP, 48 h; yeast lacking PDR1 and PDR3 efflux regulators; inhibition, % at 9.4 µM; hit rate 0.32% among 310,000;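 active = every replicate shows inhibition above about 80%, whatever the replicate mean, limit read from the data; inconclusive = mean inhibition reaches the set limit but some replicate falls short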;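 note: 0% = DMSO neutral controls and 100% = 20 µM radicicol positive controls; yeast relying on Plasmodium falciparum Hsp90 in place of its own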
The depositor's hits bear a star; ? = inconclusive; . = not tested or not shown; & = joins results of further samples. Not a hit list. Share with any hit: about 4.3%.

NSD2 HMT inh	SR-BI DiI-HDL act	dFosB activator	PfHsp90 set2	CAL PDZ FP-1	CAL PDZ FP-2	MITF TRPM1 HTS	SR-BI DiI inh	Rtt109 Vps75	PvdQ inh	smiles
3	0	3	.	0.0	.	7	0	7	-16	CCC(C)c1ccccc1NC(=O)COC(=O)C1=NN(c2ccccc2)C(=O)CC1 (stereo unspecified)
2	38	3	.	-0.6	.	10	-38	-4	-6	C=CCNC(=O)Nc1ccc(OCC)cc1
0	20	-2	-12	0.4	0	-3	-20	-1	-12	COc1cc(CNC(C)c2ccccc2)c(Br)cc1OCC(N)=O (stereo unspecified)
.	-17	-4	-9	0.0	-2	-1	17	1	-13	Cn1c2ccccc2c2c(C(=O)NCc3ccco3)cn(C3CCCCC3)c(=O)c21
-1	-6	-2	-2	-0.1	-2	1	6	8	6	C=CCN1C(=O)CS/C1=C(\C#N)S(=O)(=O)c1ccc(C)cc1
0	1	-2	.	-0.6	.	6	-1	-24	-9	O=C(CCCOc1ccccc1)N1CCN(C(=O)c2ccco2)CC1
-1	33	-6	5	-2.0	9	3	-33	-3	4	Cc1ccc(C2(C)NC(=O)N(CC(=O)NNC(=O)c3cc(C)oc3C)C2=O)cc1 (stereo unspecified)
-2	4	-2	5	-1.0	-1	15	-4	-4	-10	Cc1nc(-c2ccc(C(=O)N3CCOCC3)cc2)cs1
3&3	4&-6	5&0	-27&5	0.8	1&0	-7&-8	-4&6	-1&-36	-16&-13	Cc1cc(OCC(O)CN2CCN(C)CC2)ccc1C(C)C (stereo unspecified)
-1	-6	-18	29	-1.7	.	18	6	5	-7	COC(=O)c1ccc(COC(=O)c2nn(C)c(=O)c3ccccc23)cc1
0	4	-41	-1	15	12	.	-4	10	-12	Cc1cc(C)c2nc(C)cc(N/N=C/c3ccc(O)cc3)c2c1
-5	9	-6	-16	-1.8	-6	-7	-9	19	13	CC(C)c1ccc(OCC(=O)N(Cc2ccccc2)c2ccccn2)cc1
-4	4	-17	0	0.3	-4	5	-4	12	5	COCCOC(=O)c1c(NC(=O)CNCc2ccco2)sc(C(N)=O)c1C
-3	-8	0	-3	-0.7	-2	7	8	.	-9	Cc1cc(F)ccc1S(=O)(=O)Nc1ccccc1C(=O)NCc1cccnc1
-3	24	4	-5	0.6	-5	-6	-24	-3	-13	COc1ccc(CNC(=O)COC(=O)c2ccc3c(c2)OCCO3)cc1
-6	11	2	-25	-0.2	1	-17	-11	4	-9	CCOc1cc(C2C3=C(CC(C)(C)CC3=O)Nc3n[nH]c(C)c32)ccc1O (stereo unspecified)
0	-13	10	8	-1.9	5	-14	13	-6	-12	CCc1nnc(NC(=O)c2cccc(S(=O)(=O)N3CCN(c4ccccc4)CC3)c2)s1
-1	1	-2	15	-2.2	-4	-5	-1	9	-8	Cc1ccc(C2=N/C(=C\c3ccc(OS(=O)(=O)c4ccc(C)cc4)cc3)C(=O)O2)cc1
.	-57	0	9	-0.2	-3	.	57	-1	-17	Cc1ccc(-c2nc(SCC(=O)NCC3CCCO3)c(-c3ccc(Cl)cc3)[nH]2)cc1 (stereo unspecified)
5	20	-3	-7	-0.4	-1	9	-20	-5	-2	Brc1cccc(OCCCCN2CCCCC2)c1
1	-8	-7	9	-3.0	0	-17	8	15	9	CCOC(=O)N1CCN(C(=O)c2ccc3c(c2)N(Cc2cccc(Cl)c2)C(=O)c2ccccc2S3=O)CC1 (stereo unspecified)
.	14	-4	4	0.7	25	-5	-14	-10	-3	O=C(C1=C[C@H](c2ccccc2)C[C@H](OCc2ccc(CO)cc2)O1)N1CCN(Cc2ccccc2)CC1
.	11	7	8	-0.4	-6	5	-11	0	1	NC(=O)C1=C[C@H](c2ccc(C(F)(F)F)cc2)C[C@H](OCCCCO)O1
0	-7	-1	.	-1.6	0	-2	7	-1	2	CC(OC(=O)c1cccc(-n2cnnn2)c1)C(=O)NCc1ccccc1 (stereo unspecified)
-4	-9	-6	-3	-3.2	-7	-2	9	27	5	COc1ccc(-c2cc(C)no2)cc1S(=O)(=O)N(C)c1ccc(C)c(C)c1
104*	-2	-11	-2	-2.3	-2	7	2	?	5	O=C(CCCN1C(=O)/C(=C\c2ccco2)SC1=S)Nc1ccc(O)cc1C(=O)O
-1	-9	1	-9	-2.5	.	.	9	13	-1	COC(=O)C1=C(C)NC(=O)NC1c1ccccc1Cl (stereo unspecified)
.	-17	-12	0	0.6	-5	.	17	1	-13	CCOc1ccccc1OCC(=O)Nc1ccc2[nH]c(=O)[nH]c2c1
2	9	-4	-12	-2.5	-4	7	-9	5	-19	CC1(c2ccc3ccccc3c2)NC(=O)N(CC(=O)NCC(C)(C)N2CCOCC2)C1=O (stereo unspecified)
-1	19	3	-33	-0.6	0	-9	-19	-9	-8	NC(=O)C1CCN(C(=O)OCc2ccccc2)CC1

Seven compounds from above, limited to Rtt109 Vps75 and SR-BI DiI inh.
| SMILES | Rtt109 Vps75 | SR-BI DiI inh |
| --- | --- | --- |
| COC(=O)c1ccc(COC(=O)c2nn(C)c(=O)c3ccccc23)cc1 | 5 | 6 |
| Cc1cc(C)c2nc(C)cc(N/N=C/c3ccc(O)cc3)c2c1 | 10 | -4 |
| CC(C)c1ccc(OCC(=O)N(Cc2ccccc2)c2ccccn2)cc1 | 19 | -9 |
| COCCOC(=O)c1c(NC(=O)CNCc2ccco2)sc(C(N)=O)c1C | 12 | -4 |
| Cc1cc(F)ccc1S(=O)(=O)Nc1ccccc1C(=O)NCc1cccnc1 | . | 8 |
| COc1ccc(CNC(=O)COC(=O)c2ccc3c(c2)OCCO3)cc1 | -3 | -24 |
| CCOc1cc(C2C3=C(CC(C)(C)CC3=O)Nc3n[nH]c(C)c32)ccc1O (stereo unspecified) | 4 | -11 |

The listing continues:
NSD2 HMT inh	SR-BI DiI-HDL act	dFosB activator	PfHsp90 set2	CAL PDZ FP-1	CAL PDZ FP-2	MITF TRPM1 HTS	SR-BI DiI inh	Rtt109 Vps75	PvdQ inh	smiles
0	19	-6	-12	.	0	-4	-19	-10	17	CCOc1ccc(CN(CCO)CCO)cc1C(=O)OC
0	8	-10	.	-2.7	.	-8	-8	4	-5	CC(C)(C)NC(=O)c1ccnc(C(C)(C)C)c1
.	-14	4	21	-0.7	0	7	14	0	-13	COc1ccc(S(=O)(=O)N2CCN(CC(=O)Nc3cc(C(F)(F)F)ccc3Cl)CC2)cc1
.	1	-4	8	-0.2	0	-5	-1	5	-9	CC(C)C[C@@H](CO)N1CCN(CCCc2ccccc2)CCC1=O
-1	12	0	-7	-1.3	-7	-1	-12	3	-15	O=C(CNCc1ccco1)Nc1ccccc1-n1cccc1
-1	-42	2	-56	-0.2	-2	10	42	1	-9	COc1ccc2c(c1)c1c(n2C(C)=O)C(OC(C)=O)=NCC1
3	-11	4	11	0.1	.	-4	11	0	-21	Cc1[nH]n(-c2ccccc2)c(=O)c1/C=N/NC(=O)C(C)C
-2	16	2	.	-0.4	.	-3	-16	-8	2	Cc1nnsc1C(=O)Nc1ccc(Cl)cc1
-3	3	-14	36	-0.8	.	30	-3	-8	-14	CCOC(=O)c1sc(NC(=O)CSc2nncn2C)nc1C
0	-20	4	8	-0.3	4	-17	20	9	13	CCN(Cc1ccccc1)S(=O)(=O)c1ccc(S(=O)(=O)N(Cc2cccc(OC)c2)CC2CCCO2)cc1 (stereo unspecified)
2	-5	-3	.	-2.1	5	-9	5	-3	-5	CCOC(=O)C1=C(COC(=O)c2cccc(NC(C)=O)c2)NC(=O)NC1C (stereo unspecified)
0	0	-12	.	-1.5	.	3	0	4	11	CC(C)Cn1cnc2c1c(=O)n(CC(O)c1ccccc1)c(=O)n2CC(C)C (stereo unspecified)
0	-3	-12	-8	-2.0	-4	-8	3	1	-13	CCOC(=O)c1cccc(N2C(=O)C3C(C2=O)C2C=CC3C23CC3)c1 (stereo unspecified)
0	1	-12	.	0.5	-8	-14	-1	-4	-1	O=C(O)c1ccccc1N/N=C\c1ccnc2ccccc12
-2	0	-10	10	-2.9	3	-5	0	14	6	COc1ccc(CNC(C)C(=O)Nc2ccc3ccccc3c2)cc1OC (stereo unspecified)

As a working copy, some entries already given.
NSD2 HMT inh	SR-BI DiI-HDL act	dFosB activator	PfHsp90 set2	CAL PDZ FP-1	CAL PDZ FP-2	MITF TRPM1 HTS	SR-BI DiI inh	Rtt109 Vps75	PvdQ inh	smiles
0	19	-6	-12	.	0	-4	-19	-10	17	CCOc1ccc(CN(CCO)CCO)cc1C(=O)OC
0	8	-10	.	-2.7	.	-8	-8	4	-5	CC(C)(C)NC(=O)c1ccnc(C(C)(C)C)c1
.	-14	4	21	-0.7	0	7	14	0	-13	COc1ccc(S(=O)(=O)N2CCN(CC(=O)Nc3cc(C(F)(F)F)ccc3Cl)CC2)cc1
.	1	-4	8	-0.2	0	-5	-1	5	-9	CC(C)C[C@@H](CO)N1CCN(CCCc2ccccc2)CCC1=O
